Source: PubChem (National Center for Advancing Translational Sciences (NCATS))
HCMV inh – qHTS Assay for inhibitors of the human cytomegalovirus (HCMV); HFF cells, HCMV-luciferase reporter, 72 h; active compounds read low; activity change, negative = inhibition, % at 57.5 µM; hit rate 4.5% among 410,000; in the data active = activity change below about -60%; inconclusive = no clear call, values can overlap the other calls; inactive = above about -39%
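Cell-based, HFFs, 1000 cells/well, 16 h 37C; cpds in DMSO + HCMV-luc, MOI 1 PFU/cell; 72 h 37C; OneGlo luminescence after 5 min RT; norm. to buffer vs Salinomycin 10uM.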
Tb PYK inh – qHTS of Trypanosoma Brucei Inhibitors; pyruvate kinase (Trypanosoma brucei), Q57TT1; TbPYK enzyme, Kinase-Glo Plus ATP luminescence, 45 min; Potency, µM (series often up to 76.8 µM), inactives show top-dose activity, negative = inhibition, actives largely listed as inhibitors; hit rate 0.12% among 410,000; also: potency is read from the fitted curve at half-maximal effect; nearly all actives have a fitted effect of over 50% in size
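Quantitative HTS: titrated library compounds versus trypanosomal pyruvate kinase in TEA buffer (pH 7.2) containing KCl, MgCl2, BSA and Tween-20. Reactions were initiated with ADP, 130 uM final. Kinase-Glo Plus luminescence was read after 45 min at RT.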
Sm TGR inh – qHTS Assay for the Inhibitors of Schistosoma Mansoni Peroxiredoxins; Schistosoma mansoni thioredoxin glutathione reductase (TGR), Q962Y6; purified TGR, DTNB reduction, TNB absorbance 405 nm; Potency, µM (top dose mostly 114 µM), inactives show at the highest dose activity change, negative = inhibition, hits mostly inhibitors; hit rate 3% among 360,000; also: potency is read from the fitted curve at half-maximal effect; nearly all actives have a fitted effect of over 60% in size
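First, TGR (20 nM dispensed) and NADPH were mixed with compound. Second, a 15 min room-temperature incubation followed. Third, further NADPH and then DTNB were added to start the reaction. Finally, TNB absorbance was monitored kinetically.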
AmpC detergent – qHTS Inhibitors of AmpC Beta-Lactamase (assay with detergent); P00811; AmpC hydrolysis of nitrocefin, absorbance 480 nm, 0.01% Triton; Potency, µM (highest dose often 114 µM), for the others: at the highest dose activity change, negative = inhibition, most hits filed as inhibitors; hit rate 0.041% among 370,000;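 also: potency is read from the fitted curve at half-maximal effect; 0% = no-compound wells and -100% = no-enzyme wells; nearly all actives have a fitted effect of over 25% in size; some results filed as inactive show a strong effect at the top dose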
Target sequence (P00811 whole entry, looked up): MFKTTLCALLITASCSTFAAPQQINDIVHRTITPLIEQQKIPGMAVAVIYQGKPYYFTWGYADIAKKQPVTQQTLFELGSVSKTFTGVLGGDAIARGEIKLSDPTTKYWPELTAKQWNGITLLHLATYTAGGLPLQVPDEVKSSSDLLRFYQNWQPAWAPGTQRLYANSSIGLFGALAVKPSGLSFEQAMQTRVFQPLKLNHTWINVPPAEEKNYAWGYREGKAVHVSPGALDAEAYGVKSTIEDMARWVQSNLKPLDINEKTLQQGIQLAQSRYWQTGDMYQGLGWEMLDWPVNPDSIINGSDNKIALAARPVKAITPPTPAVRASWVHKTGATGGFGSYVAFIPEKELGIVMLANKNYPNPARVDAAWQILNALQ
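AmpC (5.3 nM in the dispensed reagent) in 20 mM phosphate pH 7.0 with 0.01% (detergent screen) or 0.0001% Triton X-100 was preincubated with compounds for 15 min at room temperature. Nitrocefin was then added from an 800 uM solution, and hydrolysis was followed at 480 nm.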
AMA1 RON2 block – qHTS for Inhibitors of AMA1-RON; Towards Development of Antimalarial Drug Lead: Primary Screen | Potency, µM (titrated, usually from 58.2 µM), for inactives: at the top dose activity change, negative = inhibition, usual class: inhibitors | AID 720542, 2013 | hit rate 0.2% among 360,000 | AlphaScreen AMA1-biotinylated RON2 peptide binding | Plasmodium falciparum AMA1 (3D7) - RON2 peptide interaction;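 also: potency is read from the fitted curve at half-maximal effect; 0% = vehicle wells and -100% = peptide control; nearly all actives have a fitted effect of over 45% in size; some results filed as inactive show a strong effect at the top dose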
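AMA1 (3D7) with his tag at 25 nM final met compounds first, then biotinylated RON2 peptide at 25 nM; detection used donor plus acceptor beads, 10 µg/mL apiece, read by AlphaScreen after 30 min at room temperature.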
AmpC inh no detg – qHTS Inhibitors of AmpC Beta-Lactamase (assay without detergent). P00811. Potency, µM (titrated, usually from 57.1 µM), without a hit: at the top dose activity change, negative = inhibition, actives largely listed as inhibitors. AmpC nitrocefin hydrolysis, absorbance 480 nm, 0.0001% Triton. hit rate 0.52% among 330,000. AID 485341, 2010;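 also: potency is read from the fitted curve at half-maximal effect; plate controls were no compound for no effect and no enzyme for full effect; nearly all actives have a fitted effect of over 20% in size; some results filed as inactive show a strong effect at the top dose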
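20 mM phosphate pH 7.0 + 0.01% (detergent screen) or 0.0001% Triton X-100; 5.3 nM AmpC reagent; cpd preinc 15 min RT; nitrocefin (800 uM stock) to start; A480 q20 s × 4 min; Activity was normalised to no-enzyme and no-compound control wells.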
LmPK inh – qHTS Assay for Inhibitors of Leishmania Mexicana Pyruvate Kinase (LmPK). AID 1721, 2009. hit rate 0.37% among 290,000. Potency, µM (titrated, usually from 57.5 µM), inactives show top-dose activity change, negative = inhibition, most hits filed as inhibitors. Q27686. purified LmPK, Kinase-Glo ATP luminescence, 1 h; also: potency is read from the fitted curve at half-maximal effect
Target sequence (Q27686 whole entry, looked up): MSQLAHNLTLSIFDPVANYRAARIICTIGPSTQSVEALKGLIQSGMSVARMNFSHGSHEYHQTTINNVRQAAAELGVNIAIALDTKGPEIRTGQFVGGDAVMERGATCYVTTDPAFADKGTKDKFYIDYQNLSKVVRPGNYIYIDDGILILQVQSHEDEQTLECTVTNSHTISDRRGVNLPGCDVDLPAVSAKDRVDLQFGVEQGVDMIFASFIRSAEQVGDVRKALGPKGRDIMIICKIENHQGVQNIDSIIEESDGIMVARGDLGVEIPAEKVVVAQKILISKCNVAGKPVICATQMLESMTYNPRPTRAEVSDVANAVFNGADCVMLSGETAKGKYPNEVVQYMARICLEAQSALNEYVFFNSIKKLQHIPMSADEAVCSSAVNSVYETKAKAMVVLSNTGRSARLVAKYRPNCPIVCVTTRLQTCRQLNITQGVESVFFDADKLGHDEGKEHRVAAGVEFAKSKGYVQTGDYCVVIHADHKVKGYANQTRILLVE
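In 50 mM imidazole pH 7.2 with 7 mM MgCl2, LmPK (0.1 nM) turned over PEP (0.5 mM) and ADP (0.1 mM) for 1 h at room temperature. Luciferase read-out of ATP.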
The depositor's hits bear a star; ? = inconclusive; nt = not tested or not shown; & = joins results of further samples; ! = repeats disagree; [ ] = remark or other dose. Unless noted, calls follow the shape of the dose curve; as a rule, active = well fitted curve in the direction sought with a large enough effect; inconclusive = small, poorly fitted or top-dose-only effect, or another doubt; inactive = no such curve, though single readings can be large; an effect the other way counts as inactive or inconclusive. Unless noted, % is scaled to controls: 0 for no effect and ±100 for the full control effect. Random draw from the library, and some 7.4% of all compounds hit somewhere here.

nr	compound	HCMV inh	Tb PYK inh	Sm TGR inh	AmpC detergent	AMA1 RON2 block	AmpC inh no detg	LmPK inh
1	CCCn1ncc(CN2CCC(n3nccc3NC(=O)c3ccccc3OC)CC2)c1C	10.7	-6.9%	-0.7%	-11.7%	19.9%	0.0%	-9.2%
2	CCn1cnc2cc(NCc3ccc(OC)cc3)ccc21	54.6	-10.2%	7.0%	-8.2%	-1.1%	-18.2%	4.4%
3	O=c1[nH]ccc2c(O)cccc12	-26.9	1.4%	nt	nt	-0.6%	nt	nt
4	COc1ccc(OC)c(NC(=O)CSc2ncc3c(n2)-c2ccccc2N(C)S3(=O)=O)c1	13.9	-1.0%	3.6%	-5.1%	nt	nt	nt
5	O=C(CSc1ccc2nnc(-c3cccc(F)c3)n2n1)NCC1CCCO1 (centres undefined)	20.2	?	0.0%	?	0.0%	-29.6%	-9.0%
6	Cc1nc2ccc(NC(=O)Cc3ccc4c(c3)OCCO4)cc2s1	29.5	-11.6%	9.6%	4.5%	-2.9%	-19.2%	-1.4%
7	CC1=C(C#N)C(c2cccnc2)C2=C(CCCC2=O)N1 (centres undefined)	-4.3	-3.4%	4.6%	-1.0%	3.8%	-5.2%	-1.3%
8	COC(=O)C1=C(c2ccc(F)cc2OCc2ccccc2)C[C@@H]2CC[C@H]1N2C(=O)NCc1ccc(OC)c(OC)c1	-16.3	3.2%	-1.6%	-3.2%	-9.0%	96.9%[activator]	nt
9	Cc1cn2c(=O)cc(COC(=O)c3cccc(NC(=O)c4ccccc4Cl)c3)nc2s1	?	-1.0%	4.7%	-4.5%	nt	nt	nt
10	CCCNc1nc(-c2cc(-c3ccc(Cl)cc3)on2)cc(C(C)C)n1	-20.7	3.3%	12.7%	-5.0%	17.8%	70.5%[activator]	0.9%
11	CSc1sc(C(=O)O)c(C)c1C(C)=O	1.8	-15.1%	2.2%	?	-1.9%	-7.7%	10.1%
12	Cc1cc(C)c(S(=O)(=O)NCC(c2cccnc2)N2CCN(Cc3ccccc3)CC2)c(C)c1 (centres undefined)	-17.9	3.9%	-12.4%	-7.2%	-15.3%	116.7%[activator]	4.9%
13	CCCN(CCC)CCCNC(=O)c1cn(CC)c2ccc(S(=O)(=O)N3CCc4ccccc4C3)cc2c1=O	-82.0*!	3.0%&4.3%	-7.9%&6.1%	-1.5%&-1.8%	-15.7%	0.8%	0.0%
14	COc1ccc(NS(=O)(=O)c2cccc(C(=O)Nc3ccccc3C(=O)O)c2)cc1	8.0	4.4%	-8.5%	-5.5%	-7.4%	-26.0%	1.0%
15	CCOc1ccccc1/C=N/n1c(C2CCCCC2)n[nH]c1=S	-34.3	?	-3.0%	0.1%	58.4%[activator]	-35.1%	-28.0%
16	COc1ccc2c(c1)c1c(c(=O)n(-c3ccc(C)cc3)c(=O)n1CC(=O)Nc1cc(C)ccc1C)n2C	24.3	-1.1%	-1.8%	-1.9%	nt	nt	nt
17	CC(=O)Nc1cccc(NC(=O)Cc2ccc3ccccc3c2)c1	-3.0	3.4%	-5.3%	-7.8%	3.8%	-1.6%	-8.3%
18	Cc1ccc(NCC(=O)Nc2c(C)n(C)n(-c3ccccc3)c2=O)cc1S(=O)(=O)N(C)C	-29.1	1.6%	7.5%	-0.9%	3.1%	31.5%	-0.6%
19	Cn1cc(S(=O)(=O)c2ccccc2)c(=O)c2cc(F)c(N3CCOCC3)cc21	19.0&4.6	-2.4%&-0.5%	18.6%&-8.0%	2.4%&-1.5%	5.8%	-4.7%	-1.1%
20	COC(=O)c1cnn(-c2ccc(C(=O)Nc3ccc(C(C)=O)cc3)cc2)c1N	-9.1	0.6%	-1.4%	-0.2%	nt	-13.4%	nt
21	Cc1ccc(CN(C)CC(=O)Nc2ccccc2C(=O)NC2CC2)o1	-19.6	-2.1%	?	1.5%	63.3%[activator]	-7.3%	nt
22	CCCCCCNC(=O)OC12CN(C(=O)OC(C)C)N(C(=O)OC(C)C)CC1(O)CN(S(=O)(=O)c1ccc(C)cc1)C2 (centres undefined)	-2.2	-11.5%	nt	nt	18.9%	nt	nt
23	Cc1cc(C)n2nc(C(=O)N/N=C/c3c4ccccc4cc4ccccc34)nc2n1	-75.9*	-2.2%	3.2%	-14.3%	3.1%	0.6%	1.9%
24	CN(C)c1ccc(C(=O)NCC2CCCO2)cc1 (centres undefined)	97.2	?	-4.1%	?	32.8%	-4.3%	-1.0%
25	COc1ccc(CC(=O)OCC(=O)Nc2ncc(Cl)cc2Cl)cc1	77.1	-6.7%	2.1%	-14.9%	-1.4%	-32.5%	-0.6%

Screen by screen, as entered above.
Tb PYK inh, compounds 2 to 8: -10.2%, 1.4%, -1.0%, ?, -11.6%, -3.4%, 3.2%

The listing continues.
nr	compound	HCMV inh	Tb PYK inh	Sm TGR inh	AmpC detergent	AMA1 RON2 block	AmpC inh no detg	LmPK inh
26	COc1ccc(O)c(C(=O)c2cc(C(=O)NCCc3ccccc3)c(=O)n(CCc3ccccc3)c2)c1	13.4	-8.8%	2.6%	4.2%	-24.3%	-49.3%	0.1%
27	CCCCC(=O)Nc1ccc(NC(=O)C(C)C)cn1	13.7	1.8%	-2.3%	?	-2.0%	-2.5%	-1.0%
28	CCOc1ccc(NC(=O)CN(c2ccc(OC)cc2)S(=O)(=O)c2cccs2)cc1	-15.0	1.4%	-8.3%	3.6%	9.5%	-19.8%	nt
29	O=C(CN1C(=O)S/C(=C/c2ccncc2)C1=O)N1CCOCC1	-14.5	-0.9%	1.1%	?	19.2%	-9.0%	0.7%
30	CC(=O)[C@H]1CC[C@H]2[C@@H]3CCC4=CC(=O)CC[C@]4(C)[C@H]3[C@H](O)C[C@]12C	-19.4	-4.1%	-7.6%	?	-1.3%	74.5%[activator]	1.2%
31	Cc1ccc(Cn2c(C(CO)Nc3nc(-c4ccc(F)cc4)cs3)nc3ccccc32)cc1 (centres undefined)	-60.2*	-10.0%	nt	nt	39.5%[activator]	nt	nt
32	O=C(c1cccc([N+](=O)[O-])c1)N1c2ncnn2C2(CCCCC2)[C@@H]2CCCC[C@@H]21	-0.5	-3.1%	-3.2%	15.5%	nt	nt	nt
33	CC(NC(=O)COC(=O)C1CC1C)c1cccc(Cl)c1 (centres undefined)	-1.6	-5.1%	nt	nt	-1.7%	-1.3%	nt
34	Cc1ccc(NC(=O)CN(C)C(=O)Cn2ncc(Cl)c(Cl)c2=O)cc1	-99.9*	5.5%	?	-6.1%	-3.4%	2.2%	2.6%
35	O=C(COC(=O)/C=C/c1cccc(Cl)c1)Nc1c(F)cccc1F	?	10.7%	nt	nt	-4.6%	-3.6%	nt
36	COc1ccc(OC)c(NC(=O)c2cc(-c3cc(Cl)ccc3O)n[nH]2)c1	?	1.5%	-20.7%	-17.1%	20.5%	-39.2%	3.5%
37	Cc1cc(CN2CCCC(N3CCc4ccccc4C3)C2)cc(C)c1O (centres undefined)	-18.3	1.4%	44.7µM*	?	6.5%	-9.6%	2.0%
38	Nc1nnc(-c2ccc(F)cc2)s1	-4.9	-4.5%	8.1%	-7.0%	9.1%	-16.6%	1.3%
39	Cc1ccc(-n2nc(C(=O)N3CCN(C)CC3)c3c4ccccc4n(C)c3c2=O)cc1	0.2	-1.6%	nt	nt	4.0%	nt	nt
40	Nc1nc(SCC(=O)NCC2CCCO2)[nH]c(=O)c1NC(=O)c1ccc(F)c(F)c1 (centres undefined)	-7.1	-0.9%	1.3%	-4.7%	-4.8%	-23.1%	-5.1%
41	O=c1[nH][nH]cc1C=Nc1ccc(Oc2ccccc2)cc1	-30.6	-4.8%	6.1%	?	-21.6%	-32.1%	9.2%
42	CNS(=O)(=O)c1ccc2c(c1)C(=O)c1cc(S(=O)(=O)NC)ccc1CC2	29.0	-2.2%	nt	nt	nt	-24.0%	nt
43	CCCc1ccc(OCC(O)CN2CCN(CCO)CC2)cc1 (centres undefined)	-3.6	-4.0%	-24.0%	2.4%	-5.2%	4.3%	-0.5%
44	Cc1ccc(C2Nc3cccc4cccc(c34)N2)s1	23.7	-23.9%	17.8µM*	?	-3.0%	-49.6%	-1.1%
45	COc1cc(OC)cc(C(=O)N2CCN(C(=O)Cc3ccccc3)CC2)c1	-23.5	-1.9%	-4.9%	-4.2%	7.8%	36.9%	-1.0%
46	COc1ccc(-c2csc(NC(=O)COC(=O)c3ccc(Br)o3)n2)cc1	nt	nt	2.3%	0.4%	nt	-52.4%	-1.8%
47	O=C(NCc1ccc(Cl)cc1)c1cc2ccccc2oc1=O	-4.2	-1.3%	3.8%	-10.9%	4.1%	7.3%	-6.8%
48	COc1cc(NC(=O)C2CC(c3c(F)cccc3Cl)=NO2)cc(OC)c1OC (centres undefined)	-26.8	2.0%	-13.9%	-12.4%	-7.6%	11.7%	1.0%
49	CCN(CC)S(=O)(=O)c1ccc(S(=O)(=O)Nc2ccc(C(=O)N3CCCC3)cc2)cc1	-3.2	1.8%	-1.4%	?	2.5%	-3.7%	0.6%
50	C/C(=N\NC(=O)c1ccccc1)c1ccccc1Br	-28.2	1.7%	-2.0%	-13.3%	77.2%[activator]	-10.7%	-3.7%

Entries of single compounds, quoted from the list. Screens in order: HCMV inh, Tb PYK inh, Sm TGR inh, AmpC detergent, AMA1 RON2 block, AmpC inh no detg, LmPK inh
Listed for `Nc1nnc(-c2ccc(F)cc2)s1` : -4.9, -4.5%, 8.1%, -7.0%, 9.1%, -16.6%, 1.3%
Listed for `Cc1cc(CN2CCCC(N3CCc4ccccc4C3)C2)cc(C)c1O` (centres undefined) : -18.3, 1.4%, 44.7µM*, ?, 6.5%, -9.6%, 2.0%
Listed for `CCN(CC)S(=O)(=O)c1ccc(S(=O)(=O)Nc2ccc(C(=O)N3CCCC3)cc2)cc1` : -3.2, 1.8%, -1.4%, ?, 2.5%, -3.7%, 0.6%
Listed for `CCCc1ccc(OCC(O)CN2CCN(CCO)CC2)cc1` (centres undefined) : -3.6, -4.0%, -24.0%, 2.4%, -5.2%, 4.3%, -0.5%
